LYP inhibition = inhibitors of LYP phosphatase, biochemical, fluorescence intensity, uHTS (AID 1779); recombinant LYP phosphatase, fluorescence intensity; higher % means a stronger effect; one-dose inhibition, % at 11.5 µM; IC50 in µM for titrated hits; actives 0.054% (n = 290,000); in the data active = inhibition above about 50%;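 note: plate controls were vehicle with enzyme for no effect and no enzyme for full effect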
HIV fusion peptide = inhibitors of HIV fusion peptide binding, primary screen, biochemical, uHTS, fluorescence dequenching (AID 1986); cell-free peptide binding, fluorescence dequenching, 30 min; higher % means a stronger effect; actives 0.3% (n = 290,000); inhibition, % at 20 µM; hits with a dose series show IC50 in µM; in the data active = inhibition mostly above about 52%, no sharp cut-off; inactive = mostly below about 76%; note: some results filed as inactive read as strong as hits
AID2073 = inhibitors of Mint1-CaV2.2 protein interaction, biochemical, HTRF (AID 2073) | actives 0.19% (n = 290,000) | HTRF protein-protein interaction, Mint1-CaV2.2; higher % means a stronger effect | one-dose inhibition, % at 20 µM; IC50 in µM for titrated hits; in the data active = inhibition mostly above about 51%, no sharp cut-off; note: some results filed as inactive read as strong as hits
NS5 inhibitors = flavivirus cap methylation enzyme inhibition – biochemical, confirmation dose response, primary screen (AID 588689). Dengue-2 NS5 methyltransferase capping enzyme assay, biochemical; higher % means a stronger effect. one-dose inhibition, % at 25 µM; IC50 in µM for titrated hits. actives 0.3% (n = 340,000); in the data active = a potency from the dose series
Siah-1 displacement = blockers of Siah-1 interaction with plectin peptide – biochemical, fluorescence polarization, rhodamine-plectin, uHTS, primary screen (AID 1817) | Siah-1 / rhodamine-plectin peptide fluorescence polarization; higher % means a stronger effect | displacement, % at 20 µM; hits with a dose series show IC50 in µM | actives 0.02% (n = 290,000);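 active = displacement of at least 50% at 20 µM, with a fluorescence ratio check between 0.3 and a set limit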;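 note: plate controls were Siah plus tracer with DMSO for no effect and tracer alone without Siah for full effect; strong numbers were not always called active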
RSV antiviral HEp-2 = RSV antiviral activity via CPE protection, HEp-2 cells, primary 10 µM value included (AID 2391); HEp-2 cells, RSV-induced CPE inhibition; higher % means a stronger effect; CPE inhibition, % at 10 µM, or IC50 in µM where a hit was titrated; actives 0.13% (n = 310,000); in the data active = a potency from the dose series; note: strong numbers were not always called active
SV40 large T antigen = SV40 large T antigen inhibitors, biochemical (AID 1903); SV40 large T antigen ATPase/helicase inhibition assay; higher % means a stronger effect; inhibition, % at 20 µM; hits with a dose series show IC50 in µM; actives 0.39% (n = 310,000); in the data active = a potency from the dose series; note: strong numbers were not always called active
XIAP antagonists = XIAP antagonists, biochemical, IAP family, fluorescence polarization (AID 1018). XIAP BIR domain, fluorescence polarization peptide displacement; higher % means a stronger effect. displacement, % at 20 µM, or IC50 in µM where a hit was titrated. actives 0.007% (n = 200,000); in the data active = displacement above about 50%; note: a part of the inactive calls stands beside numbers as strong as those of hits
MgcRacGAP inhibition = MgcRacGAP GTPase-activating activity inhibitors, confirmation, biochemical, ADP Hunter fluorescence | MgcRacGAP-stimulated Rac1 GTP hydrolysis, ADP Hunter fluorescence; higher % means a stronger effect; GST-tagged Rac1 F28L mutant substrate | inhibition, % at 30 µM; hits with a dose series show IC50 in µM | actives 0.6% (n = 340,000) | AID 624330;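 active = first-screen hits whose inhibition reached a set limit at any dose in the follow-up dose series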;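 note: fluorescence reports GDP produced by GAP-driven GTP hydrolysis; strong numbers were not always called active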
* hit, by the source's call.

`CCCn1nc(NS(C)(=O)=O)c2cc3cccc(C)c3nc21` gave LYP inhibition 2.3%, HIV fusion peptide 1.8%, AID2073 6.4%, NS5 inhibitors -6.5%, Siah-1 displacement 1.1%, RSV antiviral HEp-2 3.3%, SV40 large T antigen 11.8%, XIAP antagonists -5.9% and MgcRacGAP inhibition 21.9%.
For COc1ccc(C2CC(c3ccc(F)cc3)Nc3nc(N)nn32)cc1 (stereo not drawn) the results were LYP inhibition -1.0%, HIV fusion peptide -0.6%, AID2073 3.9%, NS5 inhibitors -5.8%, Siah-1 displacement -3.4%, RSV antiviral HEp-2 1.1%, SV40 large T antigen 6.0%, XIAP antagonists -0.2% and MgcRacGAP inhibition 6.6%.
Fc1ccc(/C=N/n2c(-c3cccs3)n[nH]c2=S)cc1 was read as LYP inhibition 1.1%, HIV fusion peptide -0.3%, AID2073 -20.6%, NS5 inhibitors -9.1%, Siah-1 displacement -1.0%, RSV antiviral HEp-2 -0.2%, SV40 large T antigen 21.6%, XIAP antagonists 0.3% and MgcRacGAP inhibition 23.1%.
`Cc1cc(C)c2c(N)c(C(=O)NCc3ccco3)sc2n1` gave LYP inhibition -1.9%, HIV fusion peptide 7.0%, AID2073 14.4%, NS5 inhibitors -3.5%, Siah-1 displacement -1.8%, RSV antiviral HEp-2 4.3%, SV40 large T antigen 19.4%, XIAP antagonists -9.8% and MgcRacGAP inhibition 11.3%.
CCN(CC)CC(C)CNC(=O)CN1C(=O)CSc2ccc(S(=O)(=O)N3CCOCC3)cc21 (stereo not drawn) was read as LYP inhibition -4.0%, HIV fusion peptide -1.1%, AID2073 -5.1%, NS5 inhibitors 2.7%, Siah-1 displacement 10.6%, RSV antiviral HEp-2 -0.3%, SV40 large T antigen 8.9%, XIAP antagonists 0.8% and MgcRacGAP inhibition 7.6%.
COc1ccc(-n2nnnc2SCC(=O)N2CCCC2)cc1OC was read as LYP inhibition -6.9%, HIV fusion peptide 1.9%, AID2073 -7.6%, NS5 inhibitors -2.0%, Siah-1 displacement 5.3%, RSV antiviral HEp-2 -1.9%, SV40 large T antigen 9.3%, XIAP antagonists -6.3% and MgcRacGAP inhibition -0.5%.
For COC(=O)c1cc(C(=O)c2c(C)cc3ccccn23)cc([N+](=O)[O-])c1 the results were LYP inhibition -8.3%, HIV fusion peptide -2.0%, AID2073 12.7%, NS5 inhibitors 0.8%, Siah-1 displacement 0.4%, RSV antiviral HEp-2 0.1%, SV40 large T antigen 5.9% and MgcRacGAP inhibition 5.3%.
Screening Cc1ccc(C)c(-n2c(Cc3cc(=O)[nH]c(=O)[nH]3)nnc2SC(C)C)c1 returned LYP inhibition -5.9%, HIV fusion peptide -0.3%, AID2073 -3.9%, NS5 inhibitors -5.9%, Siah-1 displacement 2.6%, RSV antiviral HEp-2 0.0%, SV40 large T antigen 6.4%, XIAP antagonists 0.1% and MgcRacGAP inhibition 4.7%.
Cc1ccc(S(=O)(=O)CCc2nnc(NC(=O)COc3cccc(C)c3)s2)cc1 was read as LYP inhibition -3.6%, HIV fusion peptide -1.6%, AID2073 9.2%, NS5 inhibitors -4.8%, Siah-1 displacement 10.3%, RSV antiviral HEp-2 0.9%, SV40 large T antigen 9.8%, XIAP antagonists -2.6% and MgcRacGAP inhibition 9.4%.
`Cc1ccc(C(CC(=O)NCc2ccco2)c2ccccc2)c(O)c1` (stereo not drawn) gave LYP inhibition 0.7%, HIV fusion peptide -1.6%, AID2073 -4.2%, NS5 inhibitors 0.8%, Siah-1 displacement -4.2%, RSV antiviral HEp-2 0.1%, SV40 large T antigen 10.0%, XIAP antagonists -3.9% and MgcRacGAP inhibition -0.3%.
CCS(=O)(=O)N1CCCC(C(=O)NCc2cccc(OC)c2)C1 (stereo not drawn) was read as LYP inhibition -3.3%, HIV fusion peptide 0.1%, AID2073 -3.4%, NS5 inhibitors -10.0%, Siah-1 displacement 1.1%, RSV antiviral HEp-2 4.3%, SV40 large T antigen -1.9%, XIAP antagonists -2.5% and MgcRacGAP inhibition 13.5%.
Screening Cc1nc2ccccc2c(=O)n1/N=C/c1ccc([N+](=O)[O-])o1 returned LYP inhibition -5.0%, HIV fusion peptide 8.1%, AID2073 -3.0%, Siah-1 displacement 8.1% and SV40 large T antigen 15.3%.
For Cc1nn2c(-c3ccccc3)ccnc2c1Br the results were LYP inhibition -9.1%, HIV fusion peptide 1.8%, AID2073 17.5%, NS5 inhibitors -2.7%, Siah-1 displacement 3.4%, RSV antiviral HEp-2 12.4%, SV40 large T antigen 6.1% and MgcRacGAP inhibition 13.3%.
For CC(=O)NC1(C(F)(F)F)C(=O)Nc2c1c(=O)[nH]c(=O)n2-c1ccccc1 (stereo not drawn) the results were LYP inhibition -6.2%, HIV fusion peptide -0.5%, AID2073 -0.1%, NS5 inhibitors 2.3%, Siah-1 displacement 1.7%, RSV antiviral HEp-2 -0.1%, SV40 large T antigen 15.8% and MgcRacGAP inhibition 7.8%.
`CCNC(=S)N/N=C/c1c(C)nn(-c2cccc(Cl)c2)c1Cl` gave LYP inhibition -5.4%, HIV fusion peptide -1.6%, AID2073 -2.2%, NS5 inhibitors -7.4%, Siah-1 displacement 13.5%, RSV antiviral HEp-2 2.5%, SV40 large T antigen 13.7%, XIAP antagonists -6.6% and MgcRacGAP inhibition 7.4%.
`CCN(CC)S(=O)(=O)c1ccc(Cl)c(C(=O)N2CCc3ccccc32)c1` gave LYP inhibition -6.5%, HIV fusion peptide 1.1%, AID2073 -5.3%, NS5 inhibitors 2.0%, Siah-1 displacement 1.6%, RSV antiviral HEp-2 3.3%, SV40 large T antigen -5.2%, XIAP antagonists -6.2% and MgcRacGAP inhibition 6.1%.
Screening C[N+]1(CC(O)COCC2COc3ccccc3O2)CCOCC1 (stereo not drawn) returned LYP inhibition -6.7%, HIV fusion peptide 0.5%, AID2073 2.7%, NS5 inhibitors 10.1%, Siah-1 displacement 5.6%, RSV antiviral HEp-2 1.5%, SV40 large T antigen 4.6%, XIAP antagonists -1.3% and MgcRacGAP inhibition -28.2%.
Screening COC(=O)[C@@]1(Cc2ccc(OC)cc2)[C@H]2c3cc(C(=O)N4CCCC4)n(CCSCCO)c3C[C@H]2CN1C(=O)c1ccccc1 returned LYP inhibition -4.0%, HIV fusion peptide 0.9%, AID2073 0.3%, Siah-1 displacement -0.2%, RSV antiviral HEp-2 -0.5%, SV40 large T antigen 9.1% and XIAP antagonists -7.6%.
O=C(Cc1cn2ccsc2n1)Nc1nc2c(s1)CN(Cc1ccccc1)CC2 was read as LYP inhibition -0.2%, HIV fusion peptide -0.9%, AID2073 21.8%, NS5 inhibitors -8.1%, Siah-1 displacement 1.3%, RSV antiviral HEp-2 -1.2%, SV40 large T antigen 19.1%, XIAP antagonists -1.6% and MgcRacGAP inhibition 9.1%.
Screening Cc1cc(C)cc(CN2CCC(Oc3ccc(C(=O)N4CCCC4)cc3)CC2)c1 returned LYP inhibition -7.8%, HIV fusion peptide -1.5%, AID2073 5.0%, NS5 inhibitors -2.7%, Siah-1 displacement 1.6% and MgcRacGAP inhibition 0.9%.
Screening NS(=O)(=O)c1ccc(CCNC(=O)C2CCN(c3ncnc4c3nc3n4CCCCC3)CC2)cc1 returned LYP inhibition -5.3%, HIV fusion peptide 1.9%, AID2073 2.6%, NS5 inhibitors 3.5%, Siah-1 displacement -0.6%, RSV antiviral HEp-2 0.5%, SV40 large T antigen 10.2% and MgcRacGAP inhibition 9.7%.
For O=C(Nc1ccccc1)c1cnc[nH]1 the results were LYP inhibition -4.2%, HIV fusion peptide 10.0%, AID2073 1.7%, NS5 inhibitors -1.4%, Siah-1 displacement 3.6%, RSV antiviral HEp-2 1.1%, SV40 large T antigen 5.4%, XIAP antagonists -5.4% and MgcRacGAP inhibition 1.4%.
`COc1cccc(NS(=O)(=O)c2cc3c(cc2C)N(C)CCO3)c1` gave LYP inhibition 2.1%, HIV fusion peptide -0.6%, AID2073 2.7%, NS5 inhibitors -1.4%, Siah-1 displacement -1.4%, RSV antiviral HEp-2 0.9%, SV40 large T antigen 9.8% and MgcRacGAP inhibition 7.6%.
Screening Cc1cnccc1CN(C)C(=O)CC1C(=O)NCCN1CC1CCCCC1 (stereo not drawn) returned LYP inhibition -7.3%, HIV fusion peptide 0.9%, AID2073 4.9%, NS5 inhibitors -8.0%, Siah-1 displacement 4.2%, RSV antiviral HEp-2 0.3%, SV40 large T antigen 21.2%, XIAP antagonists 1.7% and MgcRacGAP inhibition 1.5%.
Screening CC1(C)C(=O)Nc2ccccc2N1C(=O)CSc1ncccn1 returned LYP inhibition 3.2%, HIV fusion peptide -0.2%, AID2073 23.4%, NS5 inhibitors -4.0%, Siah-1 displacement -2.5%, RSV antiviral HEp-2 -0.7%, SV40 large T antigen 9.7%, XIAP antagonists -1.8% and MgcRacGAP inhibition 1.7%.
For COc1cc(NC(=O)CSc2nc(C)cs2)cc(OC)c1 the results were LYP inhibition -2.0%, HIV fusion peptide -2.1%, AID2073 -4.5%, NS5 inhibitors -1.4%, Siah-1 displacement -2.2%, RSV antiviral HEp-2 0.8%, SV40 large T antigen -2.6%, XIAP antagonists -5.9% and MgcRacGAP inhibition 3.4%.
CN(C)CCCOC(=O)c1cc2ccccc2o1 was read as LYP inhibition -8.9%, HIV fusion peptide 2.0%, AID2073 -4.6%, NS5 inhibitors -3.4%, Siah-1 displacement 0.4%, RSV antiviral HEp-2 1.0%, SV40 large T antigen 0.7%, XIAP antagonists 1.7% and MgcRacGAP inhibition 3.6%.
`C1CCN(Cc2nnnn2CC2CCCO2)CC1` (stereo not drawn) gave LYP inhibition -7.7%, HIV fusion peptide -1.1%, AID2073 -11.9%, NS5 inhibitors -5.7%, Siah-1 displacement -3.4%, RSV antiviral HEp-2 1.6%, SV40 large T antigen 5.4%, XIAP antagonists 1.0% and MgcRacGAP inhibition 7.8%.
For COc1ccc(CNC(=O)CCC(=O)n2ncc3cc(C)ccc32)cc1 the results were LYP inhibition -5.8%, HIV fusion peptide -0.4%, AID2073 6.2%, NS5 inhibitors -0.7%, Siah-1 displacement 11.6%, RSV antiviral HEp-2 3.9%, SV40 large T antigen 11.6% and MgcRacGAP inhibition 13.5%.
`O=C(CN1CCCCCC1)Nc1cccc([N+](=O)[O-])c1` gave LYP inhibition 1.2%, HIV fusion peptide -0.7%, AID2073 11.8%, NS5 inhibitors -14.7%, Siah-1 displacement -1.2%, RSV antiviral HEp-2 -0.3%, SV40 large T antigen -6.9%, XIAP antagonists -4.5% and MgcRacGAP inhibition 2.0%.
COc1ccc(C2C(C(C)=O)=C(O)C(=O)N2CCN(C)C)cc1OC (stereo not drawn) was read as LYP inhibition -9.7%, HIV fusion peptide 2.8%, AID2073 -2.6%, Siah-1 displacement -2.3% and XIAP antagonists -3.0%.

Pulled by compound from the list above, 2 records:
For COc1cc(NC(=O)CSc2nc(C)cs2)cc(OC)c1 the results were LYP inhibition -2.0%, HIV fusion peptide -2.1%, AID2073 -4.5%, NS5 inhibitors -1.4%, Siah-1 displacement -2.2%, RSV antiviral HEp-2 0.8%, SV40 large T antigen -2.6%, XIAP antagonists -5.9% and MgcRacGAP inhibition 3.4%.
CN(C)CCCOC(=O)c1cc2ccccc2o1 was read as LYP inhibition -8.9%, HIV fusion peptide 2.0%, AID2073 -4.6%, NS5 inhibitors -3.4%, Siah-1 displacement 0.4%, RSV antiviral HEp-2 1.0%, SV40 large T antigen 0.7%, XIAP antagonists 1.7% and MgcRacGAP inhibition 3.6%.

From PubChem
